# 14-3-3g Raf: modulators of 14-3-3 gamma protein binding, primary screen, biochemical, fluorescence polarization; 14-3-3 protein gamma (Homo sapiens), P61981; FP, 14-3-3gamma / TMR-pS259-Raf peptide binding; inhibition, % at 40 µM; 160,000 tested, 0.19% active; in the data active means inhibition above about 30%;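 further: 0% = protein plus tracer without compound and 100% = blank with tracer alone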
# Target sequence (P61981 whole entry, looked up): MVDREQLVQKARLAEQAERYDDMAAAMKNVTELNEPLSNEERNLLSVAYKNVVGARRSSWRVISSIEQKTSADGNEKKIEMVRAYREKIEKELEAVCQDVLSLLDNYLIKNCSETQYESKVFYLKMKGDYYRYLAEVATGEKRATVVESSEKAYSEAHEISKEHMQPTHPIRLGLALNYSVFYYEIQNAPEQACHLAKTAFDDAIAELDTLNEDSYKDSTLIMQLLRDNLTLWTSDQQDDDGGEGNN
# The depositor's hits bear a star; & = joins results of further samples. These rows are one share of the data, so the mix of outcomes need not match the whole.
14-3-3g Raf	smiles
-8	CCOC(=O)c1cnc2ccccc2c1Nc1ccc(OC)c(OC)c1
0	COCCCN1C(=O)C(=O)/C(=C(/O)c2ccccc2)C1c1ccc(C(C)C)cc1 (stereo unspecified)
-5	CCOC(=O)C1CCN(S(=O)(=O)c2cccc3nsnc23)CC1
-13	CCCCCCNC(=O)c1cnn2c(C)c(Cc3cccc(Cl)c3)c(C)nc12
6	COc1cc2c(cc1OC)C(C(C)C)=NC(C)(C)C2
1&-2	O=S(=O)(NCC1CCCO1)c1cc(Br)c(Br)s1 (stereo unspecified)
-10	Cc1nc(Nc2ccc(F)cc2)[nH]c(=O)c1CCC(C)C
-10	COc1ccc(CNC(=O)CCn2c(=O)c3sccc3n(Cc3cccc(Cl)c3)c2=O)cc1

# (list continues)
14-3-3g Raf	smiles
0	CCCCN(Cc1ccccc1)C(=O)C1CCCN(S(=O)(=O)c2cnc[nH]2)C1 (stereo unspecified)
-19	C1=CC2c3cccc4c3N(CC2C1)CC1CC=CC41 (stereo unspecified)
6	COCCCNc1oc(COc2ccc(Cl)cc2Cl)nc1C#N
-5	CC1CCN(C(=O)c2c[nH]c3ccc(S(=O)(=O)N(C)c4ccc(C(C)C)cc4)cc3c2=O)CC1
-2	CCOCCCNC(=O)c1cn(C)c(=O)c2c1c1ccccc1n2C
-5	CC1CCCC(NC(=O)C2N(CC3CCCO3)C(=O)C3C(C(=O)Nc4ccc(Cl)cc4)C4C=CC32O4)C1C (stereo unspecified)
-12	CCC(=O)N1CCc2cc(Br)cc(S(=O)(=O)NC3CCCc4ccccc43)c21 (stereo unspecified)
0	Cc1nn(-c2ccc(C(=O)Nc3nnc(C4CC4)s3)cc2)c(C)c1Cl

# Remaining list, next part
14-3-3g Raf	smiles
-3	O=C(Nc1ccc(OC(F)(F)F)cc1)c1noc2c1CCCC2
-6	CCN1C(=O)c2ccccc2Sc2ccc(C(=O)NCc3ccc(F)cc3)cc21
6	CCOC(=O)c1[nH]c2ccc(I)cc2c1CCN1C(=O)c2ccccc2C1=O
2	COc1ccc(-n2c(Cc3cccn3C)nnc2SCC(=O)N2CCCC2)cc1
-9	O=C(CNc1ccccc1-c1nc2ccccc2[nH]c1=O)NCCC1=CCCCC1
5	CCOC(=O)C1=C(C(F)(F)F)Nc2ncnn2C1c1cc(OC)c(OC)cc1OC (stereo unspecified)
-5	Cc1nc2ccc(NC(=O)Cc3cccs3)cc2s1
-14	O=C1C(C23CC4CC(CC(C4)C2)C3)CCC1C12CC3CC(CC(C3)C1)C2 (stereo unspecified)

# (next part)
14-3-3g Raf	smiles
4	CC(=O)c1nnn(-c2ccc([N+](=O)[O-])cc2C)c1C
-24	Cc1cccc(NC(=O)CSc2nc3ncccc3[nH]2)c1C
-3	CCn1c(CNc2nc3ccccc3n2C(C)C)nc2ccccc21
3	Cc1ccc(S(=O)(=O)NCc2ccc(C(=O)NC(C)c3ccccc3)cc2)cc1 (stereo unspecified)
-1	COc1ccc(C2NC(=O)NC(C)=C2C(=O)OCC2CCCO2)cc1OCc1ccccc1 (stereo unspecified)
-23	Cc1cc2c(c(=O)o1)C1(C(=O)N(CC(=O)O)c3ccccc31)C(C#N)=C(N)O2 (stereo unspecified)
-4&-5	Cc1ccc(N(CC(=O)O)S(=O)(=O)c2cccc3nonc23)cc1
-6	CC(C)c1ccc(C(NC(=O)C2CCCCC2)c2ccc3cccnc3c2O)cc1 (stereo unspecified)

# Next section:
14-3-3g Raf	smiles
-26	COc1ccc(C(C(=O)NC2CCCC2)N(C)C)cc1 (stereo unspecified)
0	CCn1c(C(C)NC(=O)c2cccs2)nc2ccccc21 (stereo unspecified)
-4	O=C(Nc1cccc(F)c1)c1cccc(S(=O)(=O)N2CCOCC2)c1
-11	CCOC(=O)c1sc(=S)n(-c2ccc(F)c(F)c2)c1N
-5	O=C(CSc1nc2c(sc3ccccc32)c(=O)n1C1CCN(Cc2ccccc2)CC1)NCC1CCCO1 (stereo unspecified)
0	COc1cc(OC)c(NC(=O)CSc2nc3[nH]ncc3c(=O)n2-c2cccc(C(F)(F)F)c2)cc1Cl
-4	O=[N+]([O-])c1ccc(N2CCCC2)cc1N1CCCCC1
2	Cc1cc(C)c(N2C(=O)C3C(C2=O)C2C=CC3C23CC3)c(C)c1 (stereo unspecified)

# Additional results.
14-3-3g Raf	smiles
6	CCn1c2ccccc2c2cc(CN3CCN(C(=O)c4ccncc4)CC3)ccc21
9	CCOC(=O)C1CCN(C(C)=C2C(=O)c3ccccc3C2=O)CC1
2	Cc1cccc(-n2ccnc2SCC(=O)Nc2ccc(Br)cc2)c1C
-1	Cc1ccc(-c2ccc(=O)n(CC(=O)NC(C)(C)C)n2)cc1
-26	CCOc1ccc(NC(=O)CN2C(=O)c3ccccc3Sc3ccc(C(=O)N4CCCC4)cc32)cc1
2	CCC(C)N(C(=O)COC(=O)Cc1n[nH]c(=O)c2ccccc12)C1CCS(=O)(=O)C1 (stereo unspecified)
-9	COc1ccc(C2C(C(=O)N3CCCCC3)=C(C)Nc3nc4ccccc4n32)cc1 (stereo unspecified)
-16	COc1ccccc1NC(=O)c1ccc([N+](=O)[O-])c(C)c1

# Following part.
14-3-3g Raf	smiles
19	Cc1ccc(-c2ccc(OC(=O)C3CCC(C)CC3)cc2)cc1 (stereo unspecified)
-6	CCOC(=O)c1ccc(S(=O)(=O)N2CCN(S(=O)(=O)CC)CC2)cc1
-1	CC1CCN(S(=O)(=O)c2ccc(Cl)c([N+](=O)[O-])c2)CC1
-5	CCc1ccc2[nH]c(=O)c(CN(Cc3ccc4c(c3)OCO4)C(=O)c3ccco3)cc2c1
-1	C#CCN1C(=O)C(O)(CC(=O)c2cccc(OC)c2)c2ccccc21 (stereo unspecified)
1	COc1ccc(OC)c(NC2=CC(=O)CC(C)(C)C2)c1
-11	O=C(c1ccccc1F)N1CCN(c2cccc(C(F)(F)F)c2)CC1
4	c1ccn2c(Nc3ccc4c(c3)OCCO4)c(-c3ccsc3)nc2c1

# (listing goes on)
14-3-3g Raf	smiles
-2	O=C(Nc1ccccc1)c1cc(S(=O)(=O)Nc2cccnc2)cs1
-8	O=C(NCCSCc1ccccc1)c1ccc2c(=O)n(Cc3ccco3)c(=S)[nH]c2c1
2	COCCCNC(=O)CCS(=O)(=O)Cc1ccc(C)cc1
-11	O=c1c2c(nc(SCc3ccc(C(F)(F)F)cc3)n1-c1ccccc1)CCS2
-4	CC1CCCC(NC(=O)c2cc(S(=O)(=O)N3CCCC3)ccc2F)C1C (stereo unspecified)
2	O=C(CCN1CCCCC1)Nc1ccc(F)cc1
1	CCC1Oc2ccc(C)cc2N(CC(=O)NCc2cc(OC)ccc2OC)C1=O (stereo unspecified)
-2	CCOC(=O)C1=C(CSc2nccn2C)NC(=O)NC1c1ccc2c(c1)OCO2 (stereo unspecified)

# More results follow.
14-3-3g Raf	smiles
-6	CCN1CCC(=O)N(C)c2ccccc21
5	CCCc1nc2ccccc2c(=O)n1/N=C/c1ccc(O)cc1O
3	COc1ccc(C(=O)OCCN=C2NS(=O)(=O)c3ccccc32)cc1OC
4	Cc1ccc(NC(=O)CN2C(=O)C3C4CCC(C4)C3C2=O)cc1 (stereo unspecified)
-56	Cc1ccc(NC(=O)c2cncc(Br)c2)c(Br)c1
-6	Cc1ccc(-c2nc(N3CCOCC3)nc3ccccc23)cc1
-7	COC(=O)C1C(=O)C2=C(CC1C)NC(C)=C(C(=O)OC1CCCCCC1)C2c1ccccc1C (stereo unspecified)
-2	CCCCNC(=O)CCn1c(=O)c2ccccc2n(CC(=O)Nc2ccccc2OCC)c1=O

# Additional results.
14-3-3g Raf	smiles
-4	Nc1cc([N+](=O)[O-])cc2sn(-c3ccccc3)c(=O)c12
-31	Cc1ccc2c(c1)C(=Cc1ccc(Br)cc1)c1cccnc1-2
-5	Cc1cc(C)c2c(N)c(C#N)sc2n1
-4	COc1ccc(Nc2nc(N)nc(C(F)(F)F)n2)c(OC)c1
-5	Cc1ccccc1N1CCN(S(=O)(=O)c2ccc3oc(=O)ccc3c2)CC1
-13	O=C(NC12CC3CC(CC(C3)C1)C2)c1cccnc1Cl
-48	O=c1c2cnn(-c3ccccc3)c2nc(-c2cccs2)n1-c1ccccc1
0	O=C(C1CC(c2ccc(F)cc2)=NO1)N1CCN(Cc2ccccc2)CC1 (stereo unspecified)

# Some of the entries above, set out differently.
SMILES	14-3-3g Raf
CCN1CCC(=O)N(C)c2ccccc21	-6
CCCc1nc2ccccc2c(=O)n1/N=C/c1ccc(O)cc1O	5
COc1ccc(C(=O)OCCN=C2NS(=O)(=O)c3ccccc32)cc1OC	3
Cc1ccc(NC(=O)CN2C(=O)C3C4CCC(C4)C3C2=O)cc1 (stereo unspecified)	4
Cc1ccc(NC(=O)c2cncc(Br)c2)c(Br)c1	-56
Cc1ccc(-c2nc(N3CCOCC3)nc3ccccc23)cc1	-6
COC(=O)C1C(=O)C2=C(CC1C)NC(C)=C(C(=O)OC1CCCCCC1)C2c1ccccc1C (stereo unspecified)	-7
CCCCNC(=O)CCn1c(=O)c2ccccc2n(CC(=O)Nc2ccccc2OCC)c1=O	-2
Nc1cc([N+](=O)[O-])cc2sn(-c3ccccc3)c(=O)c12	-4
Cc1ccc2c(c1)C(=Cc1ccc(Br)cc1)c1cccnc1-2	-31
Cc1cc(C)c2c(N)c(C#N)sc2n1	-5
COc1ccc(Nc2nc(N)nc(C(F)(F)F)n2)c(OC)c1	-4
Cc1ccccc1N1CCN(S(=O)(=O)c2ccc3oc(=O)ccc3c2)CC1	-5
O=C(NC12CC3CC(CC(C3)C1)C2)c1cccnc1Cl	-13
O=c1c2cnn(-c3ccccc3)c2nc(-c2cccs2)n1-c1ccccc1	-48
O=C(C1CC(c2ccc(F)cc2)=NO1)N1CCN(Cc2ccccc2)CC1 (stereo unspecified)	0

# New compounds follow
14-3-3g Raf	smiles
1	COc1cc2c(cc1NC(=O)c1cccs1)oc1ccccc12
2	Cc1nc([N+](=O)[O-])cn1Cc1cccc(C(F)(F)F)c1
-5	COC(=O)CSc1nnc(-c2sc3cc(OC)ccc3c2Cl)n1C
-34	O=c1c2sc3ccccc3c2[nH]c(=S)n1CCCN1CCN(c2cccc(Cl)c2)CC1
-12	Cc1ccc(NC(=O)C2C3C=CC4(O3)C2C(=O)N(C2CC2)C4C(=O)NC2CCCC(C)C2C)cc1Cl (stereo unspecified)
-3	NC(=O)CSc1nnc(CNc2ccc(F)cc2)n1CC1CCCO1 (stereo unspecified)
-4	C=CCOc1ccccc1C=Nc1c(C)n(C)n(-c2ccccc2)c1=O
-1	COc1ccc(NC(=O)Cc2nn(C)c(=O)c3ccccc23)c2ncccc12

# Next section
14-3-3g Raf	smiles
-38	COC(=O)c1c(C)oc2c1cc(NS(=O)(=O)c1ccc(Cl)c([N+](=O)[O-])c1)c1ccccc12
-9	COCCn1c(=O)[nH]c2cc(C(=O)Nc3cccc(F)c3)ccc2c1=O
-6	O=c1c2ccccc2nc(SCc2ccccc2F)n1C1CCCCC1
0	CCC(=O)N1CCc2cc(S(=O)(=O)NC(CC(C)C)C(=O)N3CCC(C)CC3)ccc21 (stereo unspecified)
-4	O=C(O)C1CSC(c2cccc(I)c2)N1 (stereo unspecified)
-7	O=C(NCCc1ccccc1)C1c2ccccc2C(=O)N1Cc1ccccc1 (stereo unspecified)
-5	Nc1c(C(=O)Nc2cccc(Cl)c2)sc(=S)n1CCc1ccccc1
-3	COc1ccccc1C(=O)N1c2ccccc2Sc2ccc(C(F)(F)F)cc21

# (further entries)
14-3-3g Raf	smiles
-5	CC(C)OCCCNC(=O)CSc1cc(=O)n(C)c2cc(Cl)ccc12
-10	O=C(C1CC1)N1CCc2cc(S(=O)(=O)N3CCN(C4CCCCC4)CC3)ccc21
3	COC(=O)c1[nH]c2cc(OC)ccc2c1NC(=O)CN1CCC(C(N)=O)(N2CCCCC2)CC1
-5	O=C(NCc1cn2ccsc2n1)c1cccs1
-8	C=CCn1c(=S)[nH]c2cc(C(=O)Nc3cccc(C(F)(F)F)c3)ccc2c1=O
2	CCc1ccc(NC(=O)CSc2nc3ccccc3c(=O)n2Cc2ccc3c(c2)OCO3)cc1
-4	CCCCOc1ccc(C(=O)N2CCC(C)CC2)cc1
2	C=CCn1c(SCCCC)nc2sc3c(c2c1=O)CCC3

# Carrying on:
14-3-3g Raf	smiles
-3	O=[N+]([O-])c1cc(C=Nc2ccc(Cl)cc2)ccc1Cl
-4	O=[N+]([O-])c1ccc2nc(CSc3nc4ccccc4[nH]3)[nH]c2c1
8&-7	CCN1CCN(CC(O)COc2cccc(OC)c2)CC1 (stereo unspecified)
-7	Oc1ccc(Br)c2ccc(C=Cc3ccccc3)nc12
-1	COCc1cc(C)nc(SCC(=O)Nc2cccc3cccnc23)c1C#N
0	NS(=O)(=O)c1ccc(NC(=O)c2ccc(Cl)cc2[N+](=O)[O-])cc1
10	CCN(C(=O)c1cc(Cl)ccc1OC)C1CCCCC1
-2	Cc1ccc(/C(O)=C2\C(=O)C(=O)N(CCCN(C)C)C2c2cccnc2)cc1 (stereo unspecified)

# New compounds follow:
14-3-3g Raf	smiles
-2	CCOC(=O)CN1C(=O)C(O)=C(C(C)=O)C1c1ccccc1 (stereo unspecified)
-6	CC(C)(C)OCC(NC(=O)C(CC(N)=O)NC(=O)OC(C)(C)C)C(=O)OC(C)(C)C (stereo unspecified)
-26	COc1ccc(N2CCN(C(=O)C3c4cc(OC)c(OC)cc4C(=O)N(C)C3c3ccc(OC)c(OC)c3)CC2)cc1 (stereo unspecified)
2	COc1ccc(NC(=O)CS(=O)CC(=O)NC2CCCc3ccccc32)cc1 (stereo unspecified)
-3	COCCCN1C(=O)C(=O)/C(=C(/O)c2ccccc2)C1c1ccccc1F (stereo unspecified)
4	Cc1cccc(Nc2ncnc3c2cnn3-c2ccc(C)cc2C)c1
-3	COc1cc(C2C3=C(CC(C)(C)CC3=O)OC3=C2C(=O)CC(C)(C)C3)ccc1OCc1ccc(C)cc1
3	CN1CCN(Cc2cc(Br)c3cccnc3c2O)CC1

# Next part:
14-3-3g Raf	smiles
-7	COc1cc(S(=O)(=O)N2CCN(c3ccc(F)cc3)CC2)ccc1Cl
-2	O=C(Nc1nccs1)Oc1ccccc1
-5	COc1ccc(C2CC(C(F)(F)F)n3ncc(C(=O)NCc4cccnc4)c3N2)cc1OC (stereo unspecified)
-153	CC(C)(C)C(=O)C1C(c2ccc(C(F)(F)F)cc2)C(C#N)(C#N)C2C=Cc3ccccc3N12 (stereo unspecified)
-10	Cc1ccc(S(=O)(=O)c2c(C)nn(C(C)(C)C)c2OC(=O)CC2CCCCC2)cc1

# Source: PubChem
